Screens: PubChem, The Scripps Research Institute Molecular Screening Center
MITF inh: MITF inhibitors, primary screen, biochemical, AlphaScreen, human | Microphthalmia-associated transcription factor (Homo sapiens), O75030 | AlphaScreen MITF homodimerization, bead proximity signal | inhibition, % at 2.6 µM | 650,000 tested, 0.91% active | AID 1259374, 2018; in the data active = inhibition above about 50%;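 also: 0% = vehicle wells with protein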
Target sequence (O75030 whole entry, looked up): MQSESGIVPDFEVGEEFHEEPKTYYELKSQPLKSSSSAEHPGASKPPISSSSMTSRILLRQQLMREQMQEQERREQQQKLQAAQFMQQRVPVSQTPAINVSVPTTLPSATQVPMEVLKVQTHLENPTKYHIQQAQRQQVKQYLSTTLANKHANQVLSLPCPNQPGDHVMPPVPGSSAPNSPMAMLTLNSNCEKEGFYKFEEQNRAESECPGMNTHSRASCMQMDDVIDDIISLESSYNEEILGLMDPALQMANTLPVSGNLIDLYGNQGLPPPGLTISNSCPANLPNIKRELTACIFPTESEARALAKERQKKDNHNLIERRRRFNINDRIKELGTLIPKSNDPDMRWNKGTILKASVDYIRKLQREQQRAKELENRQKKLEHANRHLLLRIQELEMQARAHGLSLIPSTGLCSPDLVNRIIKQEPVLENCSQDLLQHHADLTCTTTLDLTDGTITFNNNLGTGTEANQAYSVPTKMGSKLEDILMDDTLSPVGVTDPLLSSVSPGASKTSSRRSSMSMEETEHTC
TEAD-YAP block: TEAD-YAP interaction inhibition, primary screen, TEAD-YAP interaction inhibitor project, luminescence, HEK-TIYL cells | 640,000 tested, 1.4% active | inhibition, % at 9.12 µM | TEAD-Gal4/YAP UAS-luciferase luminescence; in the data active = inhibition above about 32%;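 also: 0% = median of test compound wells and 100% = reference inhibitor wells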
FBW7 activator: FBW7 E3 ligase activators, primary screen, biochemical, AlphaScreen, human | F-box/WD repeat-containing protein 7 (Homo sapiens), Q969H0 | AlphaScreen FBW7–phospho-cyclin E peptide binding, activator screen | normalized activity (activation), % at 26.1 µM | 650,000 tested, 0.13% active | AID 1259310, 2017; in the data active = normalized activity above about 1.9%;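 also: purified mutant Fbw7 with reduced substrate affinity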
GPR151 ag: activators of human GPR151, primary screen, cell-based, PathHunter beta-arrestin, luminescence. G-protein coupled receptor 151 (Homo sapiens), Q8TDV0. PathHunter beta-arrestin GPR151 cells. activation, % at 11.2 µM. 650,000 tested, 1% active. AID 1508602, 2020; in the data active = activation above about 4.9%;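 also: 0% = median of compound wells and 100% = cells with positive control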
Target sequence (Q8TDV0 whole entry, looked up): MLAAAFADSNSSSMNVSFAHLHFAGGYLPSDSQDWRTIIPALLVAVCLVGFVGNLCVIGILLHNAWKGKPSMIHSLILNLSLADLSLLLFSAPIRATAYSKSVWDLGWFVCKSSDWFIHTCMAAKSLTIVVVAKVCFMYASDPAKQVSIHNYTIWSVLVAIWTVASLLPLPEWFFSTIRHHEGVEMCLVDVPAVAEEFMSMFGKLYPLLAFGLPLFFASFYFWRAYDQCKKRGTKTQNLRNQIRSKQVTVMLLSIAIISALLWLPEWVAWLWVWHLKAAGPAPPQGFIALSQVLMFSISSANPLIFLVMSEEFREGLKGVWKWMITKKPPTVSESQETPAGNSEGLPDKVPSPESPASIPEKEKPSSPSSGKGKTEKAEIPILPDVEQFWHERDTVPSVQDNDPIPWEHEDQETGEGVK
* marks the source's active call; other numbers are inactive results; nt = not tested or not shown; & = joins results of further samples. Rows were taken by chance, and some 3.4% of all compounds hit somewhere here.

SMILES	MITF inh	TEAD-YAP block	FBW7 activator	GPR151 ag
O=C(c1ccc(Cl)c(S(=O)(=O)N2CCCC2)c1)n1nnc2ccccc21	4	-1	-0.2	0.6
CC(C)N1C(=O)/C(=C/c2ccccc2F)SC1=S	3	-3	0.0	0.8
CN(C)S(=O)(=O)n1cnc(-c2ccccc2)c1-c1ccccc1	-3	5	0.1	-0.4
CCn1c2ccccc2c2nnc(N3CCN(c4ccc(OC)cc4)CC3)nc21	3	-15	-0.2	-0.8
COc1cc([N+](=O)[O-])cc(CN2CCN(c3ccccc3F)CC2)c1O	2	0	-0.1	-0.6
CC1CCN(S(=O)(=O)c2cc(F)ccc2CN2C(=O)c3cccnc3C2=O)CC1	2	1	-0.2	1.0
O=C1CCCN1CCn1cnc2c(NCc3nc4ccccc4[nH]3)nc(N3CCOCC3)nc21	-6	-11	0.2	0.2
N#CCSc1ncnc2sc3c(c12)CCC3	12	-9	0.1	0.5
CC1(C)CC2CC(C)(CN2C(=O)COC(=O)c2n[nH]c(=O)c3ccccc23)C1 (centres undefined)	-4	-1	0.0	0.1
N#Cc1c(N)nc(SCC(=O)NCc2ccccc2)c(C#N)c1-c1ccc(F)cc1	-6	-1	-0.1	-0.3
COc1cc(C(c2sc3nc(C)nn3c2O)N2CC(C)OC(C)C2)cc(OC)c1OC (centres undefined)	21	2	0.1	1.1
CCOC(=O)C1=C(C)N=c2s/c(=C\c3cn(CCOc4ccccc4)c4ccccc34)c(=O)n2C1c1c(OC)ccc2ccc(OC)cc12 (centres undefined)	6	3	0.1	0.0
O=C(NCCc1ccccc1)c1cccc2cc[nH]c12	-6	-37	-0.1	0.5
O=C(Cn1nc(-c2ccccc2)ccc1=O)NCc1ccco1	13	5	1.0	-1.7
CCS(=O)(=O)Nc1ccc(-c2ccnc(Nc3ccc(S(N)(=O)=O)cc3)n2)cc1	-3	-19	-0.2	1.8
O=C(Nc1ccc(Cl)cc1)c1c[nH]n2c(=O)cc(C3CCNCC3)nc12	0	-6	-0.3	-0.6
Cc1ccc(-n2nnnc2C(=N)c2nnnn2-c2ccc(C)cc2)cc1	-3	2	-0.1	3.0
OCC(CO)N[C@H]1C[C@](O)(CO)[C@@H](O)[C@H](O)[C@H]1O	4	5	0.4	-2.2
CCOC(=O)C(CC)Sc1ncnc2c1nnn2-c1ccc(F)cc1 (centres undefined)	3	1	-0.1	0.4
CSc1nc(NS(=O)(=O)c2cc(Cl)sc2Cl)nn1C	12	0	0.1	-2.9
CCC1CCc2c(sc(N)c2C(=O)OC)C1 (centres undefined)	3	1	0.1	0.0
Cc1cccc(C2(c3cccc(C)c3)CC2C(=O)Nc2ccc(Cl)c(Cl)c2)c1 (centres undefined)	9	2	0.0	0.5
CCNc1nc(OC)cc(OC)n1	-6	-3	-0.1	0.6
Cc1cc(CNC(=O)CCC2(Cc3ccc(F)cc3)CCC(=O)N2)nn1C (centres undefined)	9	-1	0.1	-0.9
NC(=O)c1ccccc1NC(=O)COC(=O)c1ccccc1-c1nc2ccccc2s1	19	4	0.2	-2.0
CCOC(=O)C(Cc1ccc(O)cc1)NC1=CC(=O)C(=O)c2ccccc21 (centres undefined)	5&5	4&-7	-0.6&-0.1	-0.2&0.4
CCCCNC(=O)c1sc2nc(C)nc(N3CCCCC3)c2c1C	3	-4	-0.1	-0.1
COc1ccc(NS(C)(=O)=O)cc1Cl	-1	2	-0.1	1.1
Cc1nc2c3ccccc3nc(SCc3cccc(F)c3)n2n1	-2	-7	0.1	3.2
O=C(CSc1cccc2cccnc12)Nc1ccc(F)cc1	-4	-1	0.1	-1.0

An excerpt from above with just GPR151 ag and TEAD-YAP block:
compound | GPR151 ag | TEAD-YAP block
CCNc1nc(OC)cc(OC)n1 | 0.6 | -3
OCC(CO)N[C@H]1C[C@](O)(CO)[C@@H](O)[C@H](O)[C@H]1O | -2.2 | 5
O=C(CSc1cccc2cccnc12)Nc1ccc(F)cc1 | -1.0 | -1
CCOC(=O)C(CC)Sc1ncnc2c1nnn2-c1ccc(F)cc1 (centres undefined) | 0.4 | 1

Additional structures:
SMILES	MITF inh	TEAD-YAP block	FBW7 activator	GPR151 ag
O=C1Cc2cc(S(=O)(=O)N3CCN(Cc4ccccc4)CC3)cc3c2N1CCC3	12	0	0.0	0.5
CC(=O)CSc1nnc2ccccn12	7	5	-0.2	-0.1
CC(C)OC1OC(=O)C(Cl)=C1Nc1ccccc1 (centres undefined)	0	-5	-0.1	2.0
C/C(=N\NC(=O)COc1ccccc1[N+](=O)[O-])c1ccc(Cl)cc1	-11	-17	-0.1	7.1*
O=C(COc1ccc(Cl)cc1)NNC(=O)c1ccc(Cl)cc1	7	5	0.0	-0.6
COc1ccccc1NC(=O)C1=C(C)Nc2nnnn2C1c1ccccc1[N+](=O)[O-] (centres undefined)	0	7	0.1	-1.3
O=C(NC1=NC(=Nc2ccccc2Cl)c2ccccc21)c1ccncc1	6	5	-0.2	-0.4
COc1ccc(OC)c(NC(=O)NNC(=O)CCCOc2ccc(Cl)cc2C)c1	0	6	0.1	1.3
CCOC(=O)C1=C(NC(=O)c2ccc(C)cc2C)Nc2ccccc2N=C1	8	-3	0.1	0.0
CCCCN1C(=O)CN(CCc2ccccc2)C(=O)C1c1ccc(OC)cc1 (centres undefined)	11	2	0.1	-1.3
Cc1ccc(-n2[nH]c(C)c(C=NC34CN5CN(CN(C5)C3)C4)c2=O)cc1	6	2	-0.7	1.2
O=C(c1ccc(N2CCOCC2)nc1)N1CCN(C(c2ccccc2)c2ccccc2)CC1	6	2	1.1	0.0
CCOC(=O)c1ccc(N2CCCCCC2)c(NC(=O)Nc2ccc(CC)cc2)c1	-4	-20	-0.2	0.4
Cc1ccc(-c2nc3ccccc3s2)cc1NC(=S)NC(=O)c1oc2ccccc2c1C	-13	-20	-0.1	0.2
CC[C@H](C)[C@@H]1NC(=O)[C@H]2CN(CCC(C)C)CCN2C1=O	0	11	0.0	-0.6
CCOCCCNC(=O)CSc1cc(=O)n(CC)c2ccccc12	7	8	0.2	0.0
COCCN1C(=O)c2oc3ccccc3c(=O)c2C1c1cccc([N+](=O)[O-])c1 (centres undefined)	6	2	0.0	-1.4
CCCOC(=O)c1ccc(NC(=O)c2ccc(Br)cc2)cc1	-8	-15	-0.1	0.6
Cc1ccc(S(=O)(=O)NNC(=O)c2ccc([N+](=O)[O-])cc2)cc1	1	-1	-0.1	-0.1
CC(=O)OCC(=O)[C@@]12OC(C)(C)O[C@@H]1C[C@H]1[C@@H]3C[C@H](F)C4=CC(=O)C=C[C@]4(C)[C@@]3(F)[C@@H](O)C[C@@]12C	-3	nt	0.0	-0.5
COc1ccc(S(N)(=O)=O)cc1C(=O)OCC(=O)c1ccc(C2CCCCC2)cc1	16	-3	0.3	4.0
O=C(COc1ccccc1)N(Cc1ccco1)C1CCS(=O)(=O)C1 (centres undefined)	5	15	0.1	0.0
COc1ccc(C)cc1NC(=O)c1ccccc1N(C)S(C)(=O)=O	-1	7	0.1	-1.0
Cc1cc(=O)oc2cc(OCC(=O)c3ccccc3F)ccc12	10	-20	0.0	-0.8
COC(=O)c1sc(NC(=O)CCCS(=O)(=O)c2nc(-c3ccccc3OC)cc(C(F)(F)F)n2)c(C(N)=O)c1C	-4	-5	-0.1	2.2
Cc1ccc(F)cc1CNC(=O)c1ccc(OC2CCN(C(=O)C3CC3)CC2)cc1	-1	5	0.0	-0.8
Cc1ccccc1OCCNC(=O)/C=C/c1ccccc1	-6	-8	0.2	0.4
CNC(=O)Nc1ccccc1C(=O)Nc1ccc(Cl)cc1	-1	-38	0.3	-0.1
COC(=O)c1cccc(CN2C(=O)C(C)Sc3cc(OC)ccc32)c1 (centres undefined)	2	-8	0.8	-1.1
COCCNS(=O)(=O)c1ccc2c(c1)CCN2C(C)=O	-5	-8	-0.3	-0.7
CC[C@@H](Cn1nc(-c2cccs2)oc1=O)NC(=O)c1csc(NC(C)=O)n1	5	12	0.0	0.9
CCCOc1ccc(C(CC(=O)O)NS(=O)(=O)Cc2ccccc2)cc1 (centres undefined)	-9	15	0.2	-0.8
CCCN/N=C/c1c(C)[nH]n(-c2ccccc2)c1=O	23	-7	0.0	-1.4
Cc1ccc(OCc2cccc3nsnc23)cc1[N+](=O)[O-]	14	-6	0.0	-0.2
COc1cc(Nc2cc(C)nc(N3CCc4ccccc4C3)n2)cc(OC)c1OC	5	3	0.0	1.6
COc1ccccc1NS(=O)(=O)c1ccc2c(c1)CCN2C(=O)C1CCC1	-6	-14	0.1	-0.3
Cc1nc(C)c(C(=O)C2=C(O)C(=O)N(CCN3CCOCC3)C2c2cccs2)s1 (centres undefined)	10	1	-0.1	-2.0
Clc1cccc(-c2cnn3c(NCc4ccco4)ccnc23)c1	11	18	2.0*	-2.0
O=[N+]([O-])c1ccc(N2CCN(S(=O)(=O)c3ccccc3)CC2)cc1NC1CC1	71*	4	-0.1	-0.5
O=C1CCC/C(=N/NC(=O)c2cc(-c3cccs3)nc3ccccc23)C1	-1	-2	0.0	-1.7
C=CCn1c(=NC(=O)c2ccco2)sc2cccc(OC)c21	15	8	0.1	0.2
CCc1nn(-c2ccccc2)c(N)c1-c1ccc(OC)c(OC)c1	7	-1	0.1	0.5
COC(=O)c1cc(Br)ccc1NC(=O)c1ccc([N+](=O)[O-])cc1Cl	-19	4	0.0	3.6
COc1ccc(/C=C/C(=O)OC2CCCCC2=O)cc1OC (centres undefined)	4	-3	0.0	-1.8
COc1ccc(S(=O)(=O)ON2C(=O)c3ccccc3C2=O)cc1OC	12	-3	0.0	0.2
CS(=O)(=O)N1CCCC(C(=O)NC2CCCCC2)C1 (centres undefined)	-1	-4	0.0	0.5
COc1ccc(-c2nc3c(c4c2C[C@H](c2ccccc2)OC4)CN(C(=O)N[C@@H](C)c2ccccc2)CC3)c(C)c1	-5	nt	0.0	-1.1
COC(=O)c1ccccc1NC(=O)c1nn2c(C(F)(F)F)cc(-c3ccccc3)nc2c1Br	-1	-4	-0.1	-1.1
Cc1cccc(CNc2ncnc3sc(C(=O)N(C)Cc4ccco4)c(C)c23)n1	13	-13	0.0	-0.1
O=[N+]([O-])c1ccc(N2CCNCC2)cc1NCCOc1ccc(Cl)cc1	11	-12	0.1	-1.6
CCNC(=O)C(=O)NCC(c1ccco1)S(=O)(=O)c1ccc(Cl)cc1 (centres undefined)	16	0	0.1	-1.7
CC(=O)NC(Cc1ccc(F)cc1)C(=O)NC1CCN(C(=O)Nc2ccccc2F)CC1 (centres undefined)	5	-9	-0.2	-0.3
CCOC(=O)COc1cc(=O)[nH]c2ccccc12	6	-12	0.5	2.4
COc1ccccc1NC(=O)C(=O)NCCc1csc(-c2ccc(C(F)(F)F)cc2)n1	-5	-5	-0.1	-1.2
Cc1ccc(OCCNC(=O)c2ccc(Br)cc2)cc1	-2	1	-0.1	3.8
CCCn1cc(NC(=O)C2CC(c3ccccc3N)=NO2)cn1 (centres undefined)	4	-4	-0.2	0.0
CCOc1ccccc1C1CC(=O)C2=C(C1)Nc1ccccc1N(C(C)=O)C2c1ccc(OC)cc1 (centres undefined)	-8	3	0.0	1.0
CCCCCN(C(=O)NC(=O)Nc1ccc(OC)cc1C)S(C)(=O)=O	-4	1	0.1	3.5
CCN(CC)S(=O)(=O)c1ccc(F)c(C(=O)Nc2ccc(Cl)cc2C(F)(F)F)c1	-12	-8	-0.1	-1.6
O=C1NCCN(Cc2ccc(F)c(F)c2)C1CC(=O)N1CCN(CC2CC2)CC1 (centres undefined)	8	1	0.0	0.7

Compounds above containing an aryl thioether with sulfur outside any ring (8):
SMILES	MITF inh	TEAD-YAP block	FBW7 activator	GPR151 ag
N#CCSc1ncnc2sc3c(c12)CCC3	12	-9	0.1	0.5
N#Cc1c(N)nc(SCC(=O)NCc2ccccc2)c(C#N)c1-c1ccc(F)cc1	-6	-1	-0.1	-0.3
CCOC(=O)C(CC)Sc1ncnc2c1nnn2-c1ccc(F)cc1 (centres undefined)	3	1	-0.1	0.4
CSc1nc(NS(=O)(=O)c2cc(Cl)sc2Cl)nn1C	12	0	0.1	-2.9
Cc1nc2c3ccccc3nc(SCc3cccc(F)c3)n2n1	-2	-7	0.1	3.2
O=C(CSc1cccc2cccnc12)Nc1ccc(F)cc1	-4	-1	0.1	-1.0
CC(=O)CSc1nnc2ccccn12	7	5	-0.2	-0.1
CCOCCCNC(=O)CSc1cc(=O)n(CC)c2ccccc12	7	8	0.2	0.0

Further records follow.
SMILES	MITF inh	TEAD-YAP block	FBW7 activator	GPR151 ag
Cc1ccc(Oc2ccc(NC(=O)Cn3ccsc3=N)cc2)cc1	-5	3	-0.2	0.9
N#Cc1c(SCC(=O)Nc2nc3ccccc3s2)nsc1SCC(=O)Nc1nc2ccccc2s1	-4	4	-0.1	-0.2
O=C1CSC(c2cn(-c3ccccc3)nc2-c2cc3ccccc3oc2=O)N1CC1CCCO1 (centres undefined)	3	-3	-0.2	0.0
COc1ccc(C(=O)NNC(=O)c2cc3cc([N+](=O)[O-])ccc3oc2=O)cc1OC	9	-9	-0.1	0.0
O=C(NCC1OCCc2ccccc21)c1ccccc1Cl (centres undefined)	11	-29	0.0	-1.2
